Screening data deposited in PubChem BioAssay by several laboratories.
Measles CPE: compounds protecting cells from measles virus cytopathic effect, primary screen, measles RdRp inhibitor project, single point, MLSMR library, absorbance | Measles virus-infected cells, CPE protection | protection (pct of control), % at 4 µM | 140,000 compounds, 1.5% hits | AID 841, 2007; in the data active = protection mostly above about 24%, no sharp cut-off; inactive = mostly below about 26%; note: some compounds called inactive have numbers as strong as hits
NPY Y2 blocker: NPY-Y2 receptor antagonists, primary screen, cell-based; Neuropeptide Y receptor type 2 (Homo sapiens), P49146; 140,000 compounds, 0.99% hits; NPY-Y2 expressing cells, antagonist mode; inhibition, % at 2.7 µM; in the data active = inhibition above about 17%;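 note: 0% = vehicle with agonist challenge and 100% = reference antagonist with challenge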
Target sequence (P49146 whole entry, looked up): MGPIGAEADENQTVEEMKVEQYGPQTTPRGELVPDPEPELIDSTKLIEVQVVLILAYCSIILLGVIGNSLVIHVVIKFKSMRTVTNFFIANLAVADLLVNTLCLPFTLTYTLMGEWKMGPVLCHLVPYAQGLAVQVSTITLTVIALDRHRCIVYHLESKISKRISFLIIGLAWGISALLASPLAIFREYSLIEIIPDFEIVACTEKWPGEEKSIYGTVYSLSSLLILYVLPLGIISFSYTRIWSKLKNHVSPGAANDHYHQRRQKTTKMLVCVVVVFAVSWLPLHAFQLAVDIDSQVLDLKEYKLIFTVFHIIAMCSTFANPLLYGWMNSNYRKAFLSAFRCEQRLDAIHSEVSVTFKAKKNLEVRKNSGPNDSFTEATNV
BB579 growth dn: growth inhibitors of yeast BB579 in restrictive medium, primary screen, yeast lifespan-shortening project, S. cerevisiae; OD615, 48 h; inhibition, % at 10 µM; AID 804, 2007; 140,000 compounds, 0.51% hits;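 active = inhibition above a set limit, 3 SD over the mean compound inhibition, cut at about 44% in these data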; note: inactives centre near -24
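System: Saccharomyces cerevisiae DeaD strain BB579, replicative lifespan model yeast. Buffer or medium: restrictive glucose-based CSMM-D medium. Doses: one dose, 10 µM compound with 0.25% DMSO. Timing: 4 h preincubation and 48 h exposure at 30 °C. Detection: turbidity as optical density at 615 nm. Benchmarks: amphotericin B 10 µg/mL, positive.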
Yeast life ext: compounds extending yeast replicative lifespan, primary screen, S. cerevisiae, OD615; S. cerevisiae growth with nicotinamide; deaD strain in restrictive glucose medium; inhibition of the nicotinamide effect, % at 10 µM; 130,000 compounds, 0.68% hits; AID 775, 2007;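 active = inhibition above a set limit, placed 3 SD over the median of all compounds, cut at about 26% in these data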;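 note: 0% = nicotinamide-treated wells and 100% = cells grown without nicotinamide; some compounds called inactive have numbers as strong as hits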
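assay system = DeaD-strain S. cerevisiae | measured by = absorbance at 615 nm | probe or stimulus = nicotinamide 1.5 mM | buffer or medium = CSMM-D glucose medium, restrictive | times = 48 h at 30 °C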
Phagocyt inh: inhibitors of macrophage phagocytosis, primary screen, imaging, J774A.1 cells, IgG beads | inhibition, % at 5 µM | 110,000 compounds, 0.07% hits | J774A.1 macrophage IgG-bead phagocytosis;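 active = inhibition above the mean of the plate negative controls plus 5 SD, cut at about 13% in these data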;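 note: phagocytic index as fraction of beads internalized from green versus red external bead signal; plate controls were DMSO negative control for no effect and cytochalasin-D positive control for full effect; some results beyond the cut were filed as inactive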
HCT116 PTEN-null: growth suppression of PTEN-null HCT116, primary screen, cell-based, CellTiter-Glo. HCT116 PTEN-null viability, 60 h; hits give low values. viability, % at 10 µM. 140,000 compounds, 1.2% hits;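 active = viability at or below a set limit, 4 SD under the median of all tested compounds, cut at about 3.7% in these data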;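 note: PTEN knockout HCT116 line with beta catenin targeted HCT116 as companion control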
GALR2 blocker: GALR2 antagonists in receptor-expressing cells, primary screen; Galanin receptor type 2 (Homo sapiens), O43603; antagonist mode; inhibition, % at 4 µM; 140,000 compounds, 0.39% hits; AID 828, 2007; in the data active = inhibition above about 27%;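 note: cells stimulated with galanin 1-16 at roughly its EC80; 0% = agonist challenge control and 100% = basal control without agonist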
Target sequence (O43603 whole entry, looked up): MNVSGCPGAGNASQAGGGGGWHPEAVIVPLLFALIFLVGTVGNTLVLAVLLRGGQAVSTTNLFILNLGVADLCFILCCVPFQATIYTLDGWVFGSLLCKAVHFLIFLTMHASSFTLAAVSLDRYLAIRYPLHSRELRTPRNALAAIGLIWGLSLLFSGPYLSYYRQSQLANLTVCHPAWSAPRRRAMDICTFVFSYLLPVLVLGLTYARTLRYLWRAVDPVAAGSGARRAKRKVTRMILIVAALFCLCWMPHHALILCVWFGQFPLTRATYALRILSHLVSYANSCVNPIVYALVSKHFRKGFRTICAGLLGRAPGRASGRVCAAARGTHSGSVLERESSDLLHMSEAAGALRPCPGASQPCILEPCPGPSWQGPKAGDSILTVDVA
bCat KO growth: primary screen for growth suppressors in beta-catenin knockout HCT116 cells (colon tumor, human); HCT116 beta-catenin knockout viability, CellTiter-Glo, 60 h; hits give low values; viability, % at 10 µM; 140,000 compounds, 1.5% hits; AID 818, 2007;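 active = viability at or under a set limit, the compound median less 4 SD, cut at about 6% in these data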;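 note: 0% = Hyamine 1622 control at 20 µM and 100% = untreated cell control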
MRP-1 activ: H69AR viability gain despite doxorubicin, primary screen, MRP-1 activator project, H69AR cells, CellTiter-Glo. viability rescue. viability increase, % at 10 µM. 140,000 compounds, 0.61% hits. AID 799, 2007;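 active = viability gain under doxorubicin at or above a set limit, the compound median plus 3 SD, cut at about 4.7% in these data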;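 note: MRP-1 overexpressing cells given doxorubicin 25 µM after compound pretreatment; 18-22 h compound pretreatment then 72 h with doxorubicin before readout; 0% = doxorubicin-only wells and 100% = vehicle-treated cells without doxorubicin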
E-sel TNF inh: E-selectin induction blockers in HUVEC – imaging, immunofluorescence, high content, primary screen; HUVEC TNFa-induced E-selectin immunofluorescence; inhibition, % at 2 µM; 120,000 compounds, 0.71% hits; AID 1246, 2008;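 active = inhibition above the batch mean plus 3 SD, and confirmed as a hit on visual image review, cut at about 43% in these data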;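 note: 0% = TNF-stimulated DMSO wells and 100% = unstimulated control wells; not every result past the cut was called active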
* = called active by the depositor; x = not tested or not shown.

Preview (2 entries):
SMILES	Measles CPE	NPY Y2 blocker	BB579 growth dn	Yeast life ext	Phagocyt inh	HCT116 PTEN-null	GALR2 blocker	bCat KO growth	MRP-1 activ	E-sel TNF inh
CC(C)N1CC2(c3ccccc3)CN(C(C)C)CC(c3ccccc3)(C1)C2=O	3	2	-20	-7	x	75	18	70	-3.1	-10
CC(C)CNC(=O)c1ccc(COc2ccc(Cl)cc2Cl)o1	4	4	6	-29	6	74	-6	80	-3.0	1

The list itself, from the first entry:
SMILES	Measles CPE	NPY Y2 blocker	BB579 growth dn	Yeast life ext	Phagocyt inh	HCT116 PTEN-null	GALR2 blocker	bCat KO growth	MRP-1 activ	E-sel TNF inh
CC(C)N1CC2(c3ccccc3)CN(C(C)C)CC(c3ccccc3)(C1)C2=O	3	2	-20	-7	x	75	18	70	-3.1	-10
CC(C)CNC(=O)c1ccc(COc2ccc(Cl)cc2Cl)o1	4	4	6	-29	6	74	-6	80	-3.0	1
Cc1cc(/C=C(\C#N)C(=O)NCC2CCCO2)c(C)n1-c1ccc(Cl)cc1 (stereo not given)	1	3	-43	0	2	79	13	70	-1.0	-14
CCN(CC(=O)Nc1ccc(NC(C)=O)cc1)c1ccc(C(F)(F)F)cn1	8	2	-35	4	0	90	9	92	-1.1	x
COc1ccc2c(c1)CCN(C(=O)CCl)C2C1C(=O)CCCC1=O (stereo not given)	8	2	-30	6	x	98	2	98	0.1	x
Cc1nc(SCC(=O)Nc2ccc(Cl)cc2[N+](=O)[O-])nc(C)c1C	4	3	-24	9	-6	90	5	92	0.2	0
COCCn1c(SCC(=O)NCc2ccccc2)nnc1-c1ccco1	21	-2	-10	x	x	104	5	95	0.6	-22
COc1cc(-c2cccs2)cc(=O)c2c(C)oc(C)c12	14	1	-75	21	-1	81	-2	82	0.1	x
CCCCCCCCCC(=O)N/N=C(\C)c1cccnc1	4	8	6	x	x	94	-1	91	0.1	-8
O=C(Cn1cnnn1)Nc1ccccc1Cc1ccccc1	35	0	-58	1	x	109	-12	102	-0.7	-7
CCOC(=O)CC(NC(=O)c1cccs1)c1ccc(OCC)cc1 (stereo not given)	20	1	-42	-25	x	93	1	90	-3.5	2
CSc1nc(C)c2cc(C)oc2n1	10	1	-13	-3	1	103	4	94	-3.2	x
O=c1[nH]c(CN2CCN(c3ccccc3)CC2)nc2ccccc12	12	2	-32	-15	-1	82	-11	85	-1.6	x
COC(=O)CSc1nc(-c2ccc(C)cc2)c2c(c1C#N)CCCC2	2	8	-58	-14	0	83	3	91	-0.9	-3
CC1(C)CC(n2c(=S)[nH]c3ccccc3c2=O)CCO1 (stereo not given)	9	1	-47	-7	0	93	13	95	-3.2	-57
CCCCN(CCCNC(=O)C1CCN(S(=O)(=O)CC)CC1)c1ccccc1	12	2	-26	-10	x	83	2	81	-3.0	-7
Cc1ccc(-c2nnc(Nc3ccc(C(=O)N(C)C)cc3)c3ccccc23)cc1S(=O)(=O)NCC1CCCO1 (stereo not given)	7	2	-7	7	-5	66	4	68	-2.5	-20
CC(=NCc1ccco1)c1c(C)[nH]n(-c2nc3ccccc3s2)c1=O	16	2	-22	0	-1	97	11	91	-2.1	-36
Cc1cccc(N=C2NN=C(c3c(C)[nH]c4ccccc34)CS2)c1	21	-4	-50	-4	x	4	-3	2.7*	-5.0	17
CC(NC(=O)Cc1ccc(F)cc1)C(c1cccs1)N1CCN(C)CC1 (stereo not given)	21	2	-30	x	x	87	10	96	-0.6	-37
CCOc1nc(NC(=O)NC(=O)c2ccccc2)nc(-c2ccccc2)n1	9	6	-25	-6	-7	32	-8	79	1.1	x
N/C(=C/C(=O)c1ccccc1O)C(F)(F)F	9	2	-27	0	-7	95	3	85	0.1	-24
CCOc1ccccc1NC(=O)CCSc1nc2n[nH]c(C)c2c(=N)n1-c1ccccc1Cl	10	8	-63	-3	x	15	9	14	-1.1	-38
COC(=O)c1c(NC(=O)CN(c2ccccc2)S(C)(=O)=O)sc2c1CCCC2	4	-3	-22	1	-5	29	-17	48	-3.9	x
O=C(O)CSc1nnc(SCc2cccc3ccccc23)s1	14	4	-9	13	0	95	-5	99	-2.4	-3

Among those listed so far, 4 contain a thiophene ring, fused or not.
SMILES	Measles CPE	NPY Y2 blocker	BB579 growth dn	Yeast life ext	Phagocyt inh	HCT116 PTEN-null	GALR2 blocker	bCat KO growth	MRP-1 activ	E-sel TNF inh
COc1cc(-c2cccs2)cc(=O)c2c(C)oc(C)c12	14	1	-75	21	-1	81	-2	82	0.1	x
CCOC(=O)CC(NC(=O)c1cccs1)c1ccc(OCC)cc1 (stereo not given)	20	1	-42	-25	x	93	1	90	-3.5	2
CC(NC(=O)Cc1ccc(F)cc1)C(c1cccs1)N1CCN(C)CC1 (stereo not given)	21	2	-30	x	x	87	10	96	-0.6	-37
COC(=O)c1c(NC(=O)CN(c2ccccc2)S(C)(=O)=O)sc2c1CCCC2	4	-3	-22	1	-5	29	-17	48	-3.9	x

The results go on.
SMILES	Measles CPE	NPY Y2 blocker	BB579 growth dn	Yeast life ext	Phagocyt inh	HCT116 PTEN-null	GALR2 blocker	bCat KO growth	MRP-1 activ	E-sel TNF inh
c1sc2[n+](c1C13CC4CC(CC(C4)C1)C3)CCS2	6	4	-43	15	-2	91	-1	82	-1.3	-6
COc1cccc(C(=O)CSc2nnnn2C2CCCCC2)c1	37	5	-23	-6	0	98	0	87	-0.6	-21
CCc1cccc(NC(=O)COc2ccccc2)c1	1	3	-4	-15	-2	95	-7	100	-1.2	x
C/C(=N/OCC(=O)Nc1ccccc1)c1cccs1	14	-3	-82	-7	-1	104	-7	102	1.0	29
Cc1ccccc1NC(=S)NC(=O)c1cc(-c2ccccc2)nc2ccccc12	14	12	-38	2	-1	92	1	96	-0.5	-40
Clc1cccc(Cl)c1COc1ccccn1	15	1	-4	-3	-1	99	1	94	-0.5	33
O=C(CN1CCc2ccccc21)NC(c1ccccc1)c1ccccc1	12	0	-28	1	-5	91	-11	85	-4.8	x
CC(=O)c1ccc(NS(=O)(=O)c2ccccc2)cc1	4	5	-41	-8	0	101	-7	89	-0.6	-8
Cc1ccc(NC(=O)c2ccccc2)s1	12	3	-23	-17	0	98	7	89	-1.1	-21
Cc1ccc(NC(=S)NCC2CCCO2)cc1C (stereo not given)	15	7	-33	x	x	89	-5	95	-1.7	-29
O=c1cc(Cl)c(-c2ccccc2)n[nH]1	23	3	-25	-6	x	92	-6	90	-3.8	5
CCN1CCCC1CNC(=O)C1CCCN(S(=O)(=O)c2cccc3nsnc23)C1 (stereo not given)	11	-1	-41	-9	-2	110	5	86	-1.2	14
O=C(O)Cc1ccc(O)c(F)c1	5	1	-49	15	x	97	12	105	-0.9	x
CCOCCCNC(=O)CN1C(=O)CSc2cc(S(=O)(=O)N3CCCCCC3)ccc21	17	2	-28	-3	-2	91	0	83	-2.7	x
CCCn1nnnc1SCC(=O)Nc1nnc(CC)s1	16	8	-46	-6	2	99	-2	95	-0.4	7
CSc1ccc(S(=O)(=O)NCCOc2ccccc2C)cc1	3	7	-20	-7	3	77	0	86	-3.1	10
COc1ccc(/C=N/NC(=O)CCCOc2ccc(Cl)cc2Cl)cc1[N+](=O)[O-]	3	0	-2	-8	x	18	-1	39	-0.9	-1
CCn1ccnc1C(O)c1ccccc1OC (stereo not given)	8	-1	-41	x	x	102	4	93	-1.1	18
COc1cc2c(cc1NC(=O)CN1CCN(S(=O)(=O)c3ccc(F)cc3)CC1)oc1ccccc12	4	3	-51	0	0	102	0	94	-0.8	-28
CC(C)NS(=O)(=O)c1cc(C(=O)O)ccc1Cl	3	1	-24	27*	-4	97	-7	92	-2.9	11
O=S(Cc1ccccc1)CC(O)(c1ccc(Cl)cc1)c1ccc(Cl)cc1 (stereo not given)	9	6	-5	-13	-1	13	-14	5.7*	-6.2	-14
Cn1c(=O)c2c(nc(SCC(=O)OCc3ccccc3)n2C)n(C)c1=O	27	2	-47	-17	0	91	-5	100	-0.6	-5
CCOC(=O)N1CCN(C(=O)C(=O)NNC(=O)COc2ccc(Cl)c(C)c2)CC1	5	3	-13	6	-5	94	-4	89	-1.8	x
CCc1ccccc1-n1c(SCC(=O)NC)nnc1-c1cccnc1	5	2	-28	-2	1	104	3	100	-2.8	15
CC(=O)c1c(C)nn(CCC(=O)O)c1C	4	1	4	-8	0	97	6	92	-0.6	-37

(cont.)
SMILES	Measles CPE	NPY Y2 blocker	BB579 growth dn	Yeast life ext	Phagocyt inh	HCT116 PTEN-null	GALR2 blocker	bCat KO growth	MRP-1 activ	E-sel TNF inh
Cc1sc2nc(COC(=O)c3ccc(N4CCCC(C)C4)c([N+](=O)[O-])c3)[nH]c(=O)c2c1C (stereo not given)	4	6	-32	4	-1	87	7	97	1.1	0
CN(C)CCCNC(=O)c1ccc(-c2ccccc2)cc1	5	4	-6	-14	-1	99	-10	98	0.6	-20
Cc1noc(C)c1COc1cccc(C(=O)NCc2cccc(Cl)c2)c1	24	-1	-16	-6	-5	70	9	86	0.6	-30
O=C(CCn1c(=O)c2ccccc2n(Cc2ccccc2)c1=O)NCc1ccc2c(c1)OCO2	2	4	-39	22	x	102	-7	104	-0.9	-19
O=C(COc1ccc(Cl)cc1)OCc1csc(Nc2ccccc2)n1	15	3	-39	-6	-9	102	-7	93	-0.7	x
CC(C)c1nnc(NC(=O)CCC(=O)N2CCN(c3ccccn3)CC2)s1	5	2	-7	-10	x	104	4	100	0.4	13
CC(=O)Nc1ccc(-c2nnc(SCC(=O)n3c4c(c5ccccc53)CCCC4)n2C)cc1	7	5	-68	-2	0	112	12	106	-1.3	1
COc1ccc(C2CC(c3cccs3)n3nc(N)nc3N2)cc1 (stereo not given)	10	3	-38	-6	x	84	15	91	-1.4	x
